PriA SSB inh – inhibitors of Klebsiella pneumoniae PriA binding to SSB C-terminal tail, primary screen, biochemical, AlphaScreen. inhibition, % at 33 µM. AlphaScreen SSBct-PriA binding, biotinylated peptide. 430,000 tested, 0.6% active. AID 1272365, 2023; in the data active = inhibition mostly above about 37%, no sharp cut-off; inactive = mostly below about 20%;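 note: plate controls were negative control peptide for no effect and reference peptide for full effect; strong numbers were not always called active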
Rv3671c protease – Rv3671c serine protease inhibitors, primary screen, biochemical, fluorescence polarization, M. tuberculosis H37Rv; P9WHR9; inhibition, % at 5.96 µM; 320,000 tested, 0.048% active; in the data active = inhibition above about 38%;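 note: extracellular domain of Rv3671c used as enzyme; 0% = enzyme with DMSO and 100% = no enzyme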
Anthrax LF inh2 – Bacillus anthracis LF protease inhibitors, primary screen, biochemical, multiplex microsphere, MLPCN library. Lethal factor (Bacillus anthracis), P15917. multiplex microsphere protease cleavage assay. inhibition, % at 10 µM. 360,000 tested, 0.12% active. AID 588501, 2011; note: plate controls were buffer without enzyme for full effect and enzyme alone for no effect
Target sequence (P15917 whole entry, looked up): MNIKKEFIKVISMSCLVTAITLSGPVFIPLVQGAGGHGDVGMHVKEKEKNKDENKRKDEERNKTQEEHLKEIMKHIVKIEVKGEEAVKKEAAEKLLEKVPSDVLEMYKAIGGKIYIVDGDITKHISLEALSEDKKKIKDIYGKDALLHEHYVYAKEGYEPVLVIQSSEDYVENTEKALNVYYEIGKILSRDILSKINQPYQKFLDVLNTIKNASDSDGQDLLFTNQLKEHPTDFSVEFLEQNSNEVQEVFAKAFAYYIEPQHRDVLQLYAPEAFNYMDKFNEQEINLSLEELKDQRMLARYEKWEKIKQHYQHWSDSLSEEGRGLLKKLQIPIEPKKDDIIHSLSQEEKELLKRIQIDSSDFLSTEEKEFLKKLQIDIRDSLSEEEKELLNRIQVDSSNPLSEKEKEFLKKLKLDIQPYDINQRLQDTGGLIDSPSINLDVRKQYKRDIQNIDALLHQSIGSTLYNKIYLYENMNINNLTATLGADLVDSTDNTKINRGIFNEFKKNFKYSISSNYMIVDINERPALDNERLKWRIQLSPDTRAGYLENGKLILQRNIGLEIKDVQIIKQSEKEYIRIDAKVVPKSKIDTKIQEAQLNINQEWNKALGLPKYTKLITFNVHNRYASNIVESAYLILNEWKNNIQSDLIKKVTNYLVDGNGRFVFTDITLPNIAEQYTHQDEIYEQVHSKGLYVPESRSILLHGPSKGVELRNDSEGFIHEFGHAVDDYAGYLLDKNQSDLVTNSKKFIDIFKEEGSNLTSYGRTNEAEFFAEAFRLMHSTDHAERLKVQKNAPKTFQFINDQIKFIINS
MazF activator – activators of E. coli MazEF toxin-antitoxin RNase, primary screen, biochemical, fluorescence, uHTS | 350,000 tested, 0.32% active | FAM/BHQ RNA-DNA oligo cleavage fluorescence, 5 h | AID 504720, 2011 | activation, % at 20 µM; in the data active = activation above about 50%
Target sequence (P0AE70 whole entry, looked up): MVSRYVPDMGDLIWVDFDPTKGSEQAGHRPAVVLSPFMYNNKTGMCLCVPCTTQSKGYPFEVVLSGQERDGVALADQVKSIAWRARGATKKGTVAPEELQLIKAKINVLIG
CCHF vOTU inh – CCHFV vOTU protease inhibitors, primary screen, biochemical, Pep-AMC substrate, fluorescence; Crimean-Congo hemorrhagic fever virus L polyprotein viral ovarian tumor (vOTU) protease …; inhibition, % at 11.5 µM; 370,000 tested, 0.55% active; AID 651958, 2012; in the data active = inhibition above about 30%; note: 0% = vehicle wells with enzyme and 100% = no enzyme wells
PrPC surface inh – inhibitors of human cell surface prion protein PrPC, primary screen, cell-based, TR-FRET | Major prion protein (Homo sapiens), P04156 | TR-FRET read-out | inhibition, % at 13.8 µM | 370,000 tested, 0.43% active | AID 720596, 2013; in the data active = inhibition above about 24%; note: 0% = median of the test wells and 100% = reference compound wells
VHR inh abs – VHR1 phosphatase inhibitors, primary screen, biochemical, absorbance, uHTS | recombinant VHR phosphatase, pNPP absorbance | 290,000 tested, 0.52% active | Dual specificity protein phosphatase 3 (Homo sapiens), P51452 | inhibition, % at 13.3 µM; in the data active = inhibition above about 50%; note: some compounds called inactive have numbers as strong as hits
SARS 3CLpro inh – SARS-CoV 3CLpro protease inhibitors, primary screen, biochemical, quenched FRET; Replicase polyprotein 1ab (Severe acute respiratory syndrome coronavirus), P0C6X7; recombinant SARS-CoV 3CLpro, quenched FRET peptide cleavage; inhibition, % at 6 µM; 290,000 tested, 0.14% active; AID 1706, 2009; in the data active = inhibition above about 12%
BoNT-F LC inh – BoNT/F light chain protease inhibitors, primary screen, biochemical, flow cytometry, MLPCN library | 360,000 tested, 0.22% active | inhibition, % at 10 µM | Multiplex microsphere protease cleavage assay; in the data active = inhibition above about 35%, passing the limit was not always enough; note: plate controls were buffer without enzyme for full effect and enzyme alone for no effect
BoNT A protease – BoNT/A light chain protease inhibitors, primary screen, biochemical, flow cytometry, MLPCN library | Botulinum neurotoxin type A light chain protease (Clostridium botulinum A str. ATCC 3502) | multiplex microsphere protease substrate cleavage | inhibition, % at 10 µM | 360,000 tested, 0.17% active | AID 588499, 2011; note: plate controls were buffer without enzyme for full effect and enzyme alone for no effect
Numbers without * were called inactive; · = not tested or not shown. Cut-off read from the data, not from the text of the source, unless noted: active = inhibition above about 30%; inconclusive = no clear call, values can overlap the other calls; inactive = below that.

SMILES | PriA SSB inh | Rv3671c protease | Anthrax LF inh2 | MazF activator | CCHF vOTU inh | PrPC surface inh | VHR inh abs | SARS 3CLpro inh | BoNT-F LC inh | BoNT A protease
COc1ccc(S(=O)(=O)Nc2ccc3c(c2)C(=O)N([C@H](C)CO)C[C@H](C)[C@@H](CN(C)C(=O)Nc2c(C)noc2C)O3)cc1 | 4 | 2 | -4 | 4 | -7 | 3 | · | · | 3 | 0.4
COc1ccc(S(=O)(=O)N2CCN(CC(O)CN3CCOCC3)CC2)cc1 (centres undefined) | -4 | -1 | 5 | 6 | 13 | -3 | · | · | -6 | 0.3
COc1ccc(NC(=O)CCCn2c(=O)c3sccc3n(Cc3ccccc3C)c2=O)cc1 | -15 | 4 | 2 | -4 | -10 | -5 | -7 | 4 | 4 | 0.9
Cc1ccccc1C(=O)N1CCCN(C(=O)c2ccccc2C)CC1 | -13 | -16 | 4 | 2 | -2 | -4 | 7 | -1 | 8 | -1.3
CCOC(=O)Cc1csc(NC(=O)COc2ccc3ccccc3c2)n1 | -15 | -4 | · | -3 | 2 | 9 | 6 | 1 | · | ·
CCOc1cccc(C2/C(=C(\O)c3ccc4c(c3)OCCO4)C(=O)C(=O)N2Cc2ccncc2)c1 (centres undefined) | · | -6 | -4 | 7 | 1 | 9 | 13 | 2 | -2 | -0.2
C/C(=N/NC(=O)c1cnccn1)c1cccs1 | · | 0 | -2 | 5 | 8 | -12 | 8 | 2 | 0 | -0.8
CCc1ccc(C(C(=O)NC2CCCC2)N(Cc2cccnc2)C(=O)c2csnn2)cc1 (centres undefined) | 2 | 8 | 1 | 0 | -2 | 3 | 6 | 3 | -10 | 0.4
C=CCNc1nc(N)c([N+](=O)[O-])c(NCCO)n1 | -11 | 7 | -1 | 8 | 13 | -11 | 29 | 3 | -14 | -0.1
CCc1cccc(NC(=O)COC(=O)c2cc(=O)c3ccccc3o2)c1 | -6 | · | · | 4 | -7 | 0 | · | · | · | ·
O=C(O)Cc1ccc2[nH]c3ccc(CC(=O)O)cc3c2c1 | 1 | 4 | 6 | 2 | 6 | -5 | 12 | 9 | 3 | 0.8
O=C(O)C(Cc1ccccc1)N1C(=O)CCC1=O (centres undefined) | -8 | 0 | 0 | 2 | 1 | 2 | -6 | 3 | 1 | 0.1
COc1ccc(/C=C2\C(=O)NC(=O)N(CCC3=CCCCC3)C2=O)c(OC)c1 | -1 | -23 | 0 | -11 | -8 | 8 | 8 | 2 | -2 | -0.4
Cc1ccc(S(=O)(=O)Nc2ccc(C(=O)NCCCn3ccnc3)cc2)cc1[N+](=O)[O-] | 8 | 4 | -2 | 1 | 13 | -11 | · | · | 2 | -0.3
COC(=O)c1ccccc1Sc1c(/C=N/OC(=O)c2ccccc2)c(C(F)(F)F)nn1C | · | 0 | -5 | 5 | -4 | -5 | 13 | 4 | -11 | -0.8
Cc1cc(C)c(NS(=O)(=O)c2ccccc2)c(C)n1 | · | · | -10 | -5 | -11 | -2 | · | · | 0 | -0.4
CCC(C)NC(=O)c1cn(-c2cccc(OC)c2)c(=O)c2ccccc12 (centres undefined) | 0 | 4 | 20 | 9 | -10 | 7 | 2 | -1 | 22 | 3.1
C#CCN(C)Cc1ccccc1 | -7 | 4 | -8 | 11 | -1 | 4 | 16 | -3 | -8 | -0.1
O=C(CN1CCN(Cc2ccccc2Cl)CC1)N/N=C/C=C/c1ccccc1[N+](=O)[O-] | · | -5 | -2 | -2 | 9 | -10 | 21 | 3 | -4 | -0.8
CC(=O)c1sc(NC(=O)COc2ccc(C)c(C)c2)nc1C | -10 | -10 | 4 | 6 | -4 | -3 | -2 | -2 | -3 | 1.2
Cc1ccc(COc2ccsc2-c2n[nH]c(=S)n2C)cc1 | 10 | -7 | -2 | 6 | 6 | 8 | 17 | -2 | 3 | 2.0
Cc1ccccc1NS(=O)(=O)c1ccc(C(=O)NCC(c2ccco2)N(C)C)cc1 (centres undefined) | 4 | -2 | 0 | 2 | 20 | -1 | · | · | -16 | -4.1
Cc1cc2c(C)ccc(C)c2nc1SCC(=O)c1cccs1 | -10 | -23 | 4 | -20 | 18 | -1 | -16 | 1 | -7 | -0.5
CCOc1cc(C2C(C#N)=C(N)Oc3n[nH]c(-c4ccccc4)c32)ccc1O (centres undefined) | -6 | -7 | -2 | 27 | -17 | -8 | 7 | 0 | -2 | -0.3
COc1cc2c(cc1OC)C(c1ccc3c(c1)OCO3)CC(=O)N2 (centres undefined) | -2 | -5 | -3 | 5 | · | · | 27 | 5 | -10 | -0.2
Cc1ccc(S(=O)(=O)N[C@H](C(=O)OCC(=O)NC(=O)Nc2ccc3c(c2)OCCO3)C(C)C)cc1 | 5 | 4 | -2 | 2 | 11 | -7 | 4 | -1 | -1 | 0.7
Nn1cnnc1SCC(=O)Nc1ccc(C2CCCCC2)cc1 | -10 | 3 | -2 | 3 | 10 | -2 | -4 | 2 | 7 | 0.2
COc1ccc(-c2cc(=O)oc3c(C)c(OC(C)C(C)=O)ccc23)cc1 (centres undefined) | -8 | -13 | -12 | 1 | 8 | -7 | 20 | 1 | -17 | -10
Cc1ccc(-[n+]2c(Cc3nn(-c4ccccc4)c(C)[n+]3-c3ccc(C)cc3)nn(-c3ccccc3)c2C)cc1 | · | · | -2 | 8 | -19 | -4 | · | · | -10 | -1.2
COc1ccc(/C=C2\Sc3ccc(C(=O)NCCCN4CCCC4)cc3N(C)C2=O)cc1OC | 2 | -2 | -6 | 2 | 3 | -9 | 7 | -1 | -16 | -4.0
CC(C)(C)OC(=O)N/N=C/c1ccc(Br)cc1 | · | 3 | 1 | -2 | 4 | 6 | 9 | -1 | -1 | 0.6
Cc1ccc(Cc2nc(-c3ccccn3)no2)cc1 | -10 | -10 | 3 | -4 | 1 | 8 | 23 | -8 | 6 | 1.5
CC(C)C[C@@H](CN)NC(=O)c1nc[nH]c1C(=O)N[C@@H](C)C(=O)CNC[C@H](C)NC(=O)c1nc[nH]c1C(=O)N[C@@H](C)C(=O)O | 2 | · | 1 | 6 | -2 | -1 | · | · | -3 | -0.3
CCN(CC(=O)Nc1c(F)cccc1F)C(=O)c1cccc(S(=O)(=O)N2CCCc3ccccc32)c1 | -3 | · | -12 | 3 | -3 | 1 | · | · | -2 | -0.1
Cc1cc(N(C)N)nc(NC(=O)NS(=O)(=O)c2ccccc2Cl)n1 | 33 | 2 | 11 | 4 | 4 | 3 | 13 | 1 | 2 | -1.0
C/C=C/c1ccc(OCCCNC(C)CC)c(OC)c1 (centres undefined) | -15 | 0 | -5 | 5 | -2 | 1 | 28 | -4 | -9 | 1.4
COCCC(=O)N1CCC(Oc2ccc(C(=O)N(C)C(C)c3ccon3)cc2)CC1 (centres undefined) | -6 | -2 | 0 | 5 | -5 | 4 | -2 | 0 | 4 | 0.2
COCCn1nnnc1C(C(C)C)N1CCOCC1 (centres undefined) | -9 | -10 | -2 | -1 | 4 | 1 | 23 | -3 | -9 | -2.1
COCCCn1cnnc1SCc1nc2sc(C(C)=O)c(C)c2c(=O)[nH]1 | -12 | 4 | -8 | 3 | -4 | 5 | -3 | 2 | -10 | 0.4
CSCCC1NC(=O)N(CC(=O)Nc2cc(C)on2)C1=O (centres undefined) | 3 | 0 | -4 | 5 | 10 | 2 | · | · | -12 | -0.3
CCOc1ccc(C(=O)N/N=C/c2ccc(SC)cc2)cc1 | · | 2 | 0 | 4 | -1 | -3 | 0 | 0 | -3 | 0.0
Cn1cc(/C=C/C(=O)N2CCCC(C(=O)c3ccc(C(C)(C)C)cc3)C2)cn1 (centres undefined) | -3 | -4 | -6 | 5 | -2 | 10 | -6 | 0 | -4 | -0.7
COc1ccc(C(=O)OC2CCN(C)CC2)cc1 | -15 | 6 | 1 | -3 | 0 | 3 | 26 | 3 | -2 | -0.5
CC(C(=O)Nc1ccc(S(=O)(=O)N2CCOCC2)cc1)N(c1ccccc1)S(C)(=O)=O (centres undefined) | -6 | -1 | -2 | 5 | 5 | -4 | -8 | -1 | -4 | 0.1
O=C(CSc1nnc(-c2cccnc2)n1-c1ccc(SC(F)F)cc1)N1CCCc2ccccc21 | 4 | -4 | 3 | 4 | 15 | 1 | 8 | -3 | -2 | -0.2

Continued; it opens with the 2 that closed the last part.
SMILES | PriA SSB inh | Rv3671c protease | Anthrax LF inh2 | MazF activator | CCHF vOTU inh | PrPC surface inh | VHR inh abs | SARS 3CLpro inh | BoNT-F LC inh | BoNT A protease
CC(C(=O)Nc1ccc(S(=O)(=O)N2CCOCC2)cc1)N(c1ccccc1)S(C)(=O)=O (centres undefined) | -6 | -1 | -2 | 5 | 5 | -4 | -8 | -1 | -4 | 0.1
O=C(CSc1nnc(-c2cccnc2)n1-c1ccc(SC(F)F)cc1)N1CCCc2ccccc21 | 4 | -4 | 3 | 4 | 15 | 1 | 8 | -3 | -2 | -0.2
N#CC1(NC(=O)COC(=O)C2CCN(S(=O)(=O)c3ccc4c(c3)OCCO4)CC2)CCCCC1 | 0 | · | -5 | 2 | -3 | 1 | · | · | -1 | -0.1
O=C(c1ccccc1Cl)N(C(=O)c1ccccc1Cl)c1nccc(-c2cccs2)n1 | -11 | -2 | -10 | -8 | -1 | 2 | -12 | -5 | 0 | 0.4
C=C(Cl)CSC(=S)N(CC)CC | -2 | -6 | -9 | 4 | -3 | 4 | · | · | -10 | -0.8
CSCC[C@H](NC(=O)OCc1ccccc1)C(=O)O | -12 | 10 | -2 | -1 | -4 | 5 | -17 | 6 | 4 | 1.4
CCOc1ccc(N(CC(=O)N2CCCCCC2)S(=O)(=O)c2ccc(C)cc2)cc1 | -16 | 8 | -1 | 37 | 13 | 7 | -4 | 1 | 1 | 1.0

By substructure: the entries above with an aryl thioether with sulfur outside any ring.
SMILES | PriA SSB inh | Rv3671c protease | Anthrax LF inh2 | MazF activator | CCHF vOTU inh | PrPC surface inh | VHR inh abs | SARS 3CLpro inh | BoNT-F LC inh | BoNT A protease
COC(=O)c1ccccc1Sc1c(/C=N/OC(=O)c2ccccc2)c(C(F)(F)F)nn1C | · | 0 | -5 | 5 | -4 | -5 | 13 | 4 | -11 | -0.8
Cc1cc2c(C)ccc(C)c2nc1SCC(=O)c1cccs1 | -10 | -23 | 4 | -20 | 18 | -1 | -16 | 1 | -7 | -0.5
Nn1cnnc1SCC(=O)Nc1ccc(C2CCCCC2)cc1 | -10 | 3 | -2 | 3 | 10 | -2 | -4 | 2 | 7 | 0.2
COCCCn1cnnc1SCc1nc2sc(C(C)=O)c(C)c2c(=O)[nH]1 | -12 | 4 | -8 | 3 | -4 | 5 | -3 | 2 | -10 | 0.4
CCOc1ccc(C(=O)N/N=C/c2ccc(SC)cc2)cc1 | · | 2 | 0 | 4 | -1 | -3 | 0 | 0 | -3 | 0.0
O=C(CSc1nnc(-c2cccnc2)n1-c1ccc(SC(F)F)cc1)N1CCCc2ccccc21 | 4 | -4 | 3 | 4 | 15 | 1 | 8 | -3 | -2 | -0.2

Source: PubChem BioAssay (several laboratories)

The list is partial; rates above refer to the full screens.
